Compound activity (PubChem BioAssay)
Abs 340nm: compounds absorbing at 340 nm; compound absorbance at 340 nm, fold over control; fold change at 10 µM; 65,000 tested, under 10 active;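 active = at 10 µM dose, initial 340 nm absorbance at least 2 fold that of control wells; inactive = change under 2 fold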;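 note: initial absorbance extrapolated from kinetic A340 decline of NADH oxidation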
Her2 expr inh: lowers expression of human Her2 kinase | P04626 | SKBR-3 HER2 protein level, AlphaScreen, 18-24 h; hits give low values | HER2 level % of control, % at 10 µM | 0.69% of 65,000 active | AID 645;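 active = HER2 level under 5% of the carrier-only control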;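 note: 100% = DMSO carrier and 0% = 500 nM PU-H71 HSP90 inhibitor; lower value means stronger loss of Her2 protein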
Hsp90 inh: displaces geldanamycin probe from tumor Hsp90. P07900. NCI-N417 lysate Hsp90, Cy3B-geldanamycin FP displacement. inhibition, % at 30 µM. 0.35% of 64,000 active. AID 429;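 active = inhibition above 50%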;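 note: 0% = tracer plus lysate wells and 100% = tracer alone without lysate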
ROCK2 inh: ROCK2 (human) kinase inhibition; purified ROCK2, Kinase-Glo ATP depletion luminescence; inhibition, % at 6 µM; 0.35% of 60,000 active;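 active = inhibition above the screen-wide mean inhibition plus 3 SD, cut at about 18% in these data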;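 note: plate controls were DMSO wells for no effect and Y-27632 control wells after no-enzyme background subtraction for full effect; many of its hits are not listed in these tables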
Fluor 339 460: intrinsic fluorescence of library compounds, ex339/em460 – biochemical, MLSMR library, data from DPM-DC assay, artefact control, profiling panel. compound autofluorescence, ex339/em460 nm, NADH buffer; hits give high values; 1 = no-compound wells, NADH background. fluorescence fold increase at 10 µM. 5.5% of 65,000 active;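 active = at 10 µM, mean starting fluorescence two-fold or more over control wells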;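 note: signal is the first read of a kinetic run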
DUSP1 inh: blocks human MKP-1 phosphatase activity. inhibition, %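 (compounds tested at a single concentration somewhere between 10 and 100 µM)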. P28562. recombinant MKP-1, OMFP hydrolysis fluorescence. 0.15% of 65,000 active;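 active = inhibition above about 50%, limit read from the data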;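 note: 0% = DMSO max control wells and 100% = wells with enzyme stopped by NaOH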
Target sequence (P28562 whole entry, looked up): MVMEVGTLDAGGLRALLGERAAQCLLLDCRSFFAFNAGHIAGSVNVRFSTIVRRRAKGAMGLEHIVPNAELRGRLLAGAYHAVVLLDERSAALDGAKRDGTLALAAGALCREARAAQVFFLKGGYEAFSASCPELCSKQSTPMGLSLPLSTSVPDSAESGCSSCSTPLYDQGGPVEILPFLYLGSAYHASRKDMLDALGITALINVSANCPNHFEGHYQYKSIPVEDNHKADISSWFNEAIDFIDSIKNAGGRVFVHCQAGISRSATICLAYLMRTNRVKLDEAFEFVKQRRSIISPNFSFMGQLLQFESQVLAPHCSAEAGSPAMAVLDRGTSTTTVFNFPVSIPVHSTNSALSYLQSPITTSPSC
JNK3 blocker: inhibitors of human JNK3 kinase; inhibition, % at 8 µM; 0.61% of 60,000 active; P53779; purified JNK3 kinase activity, HTS; in the data active = inhibition above about 17%;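 note: 0% = DMSO and 100% = reference inhibitor; many of its hits are not listed in these tables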
PKA inh: blocks human protein kinase A activity. P17612. PKA Kemptide phosphorylation, Kinase-Glo ATP luminescence. inhibition, % at 6 µM. 0.1% of 65,000 active. AID 524;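 active = inhibition above the screen-wide mean inhibition plus 3 SD, cut at about 21% in these data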; note: many of its hits are not listed in these tables
Cdc25B block: human M-phase inducer phosphatase 2 inhibition. P30305. recombinant Cdc25B, OMFP fluorescence Ex485/Em525. inhibition, %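 (compounds tested at 10 µM final in the well)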. 0.1% of 65,000 active; in the data active = inhibition above about 50%
* = called active by the depositor; x = no result given; & = joins results of further samples. This is a subset; the hit share may differ from the screen's.

Molecule	Abs 340nm	Her2 expr inh	Hsp90 inh	ROCK2 inh	Fluor 339 460	DUSP1 inh	JNK3 blocker	PKA inh	Cdc25B block
COc1cc(C(=O)NCCc2ccc(S(N)(=O)=O)cc2)cc(OC)c1OC	1	97	-4	1	1.2	-11	2	6	4
COC(=O)c1ccc(OCc2nc(N)nc(N3CCOCC3)n2)cc1	1	60	-1	4	1.1	-9	1	9	10
COc1ccc(Br)cc1C(=O)Nc1ccc(O)cc1	1	55	-7	4	1.1	-13	-5	4	4
CC(C)NC(=O)Cn1c(SCC(=O)N2CCCc3ccccc32)nc2ccccc21	0.99	95	0	1	1.1	4	0	7	-3
Cc1nnc(N(Cc2ccco2)C(=O)c2cccc(C#N)c2)s1	0.97	123	-1	x	1.1	0	x	3	-4
NC(=O)NC(c1ccccc1)c1ccccc1F (stereo not drawn)	1.1	95	-1	4	1.1	0	3	8	-2
COC(=O)c1oc2nc(C)cc(C)c2c1N	1.1	104	-1	4	3.9*	-3	0	8	10
CCc1cccc2c(=O)c(C(=O)N3CCCCCC3)c[nH]c12	1	83	-3	-1	1	-10	11	0	-10
CN(C)CCN1C(=O)C(=O)/C(=C(/O)c2ccc(F)cc2)C1c1ccccc1F (stereo not drawn)	1.1	107	-1	5	1	5	-4	5	-10
CC(c1ccco1)N(C(=O)C12CC3CC(CC(C3)C1)C2)c1ccccn1 (stereo not drawn)	1	105	-3	-2	1	19	-4	-1	-16
Cc1cc(C)c(C(=O)CSc2nnc(-c3ccccc3Br)o2)cc1C	1	91	-4	0	1	16	-3	0	-6
COC(=O)c1ccc(C2/C(=C(\O)c3ccc(OC)c(C)c3)C(=O)C(=O)N2c2cc(C)on2)cc1 (stereo not drawn)	1.1	69	-2	4	1.1	-6	6	4	-21
CC(=O)N(Cc1ccccc1)c1ccc(C(=O)O)cc1	1	119	-2	-1	1.1	-11	-7	-5	-35
Cc1ccc(S(=O)(=O)N(Cc2ccccc2)Cc2ccco2)cc1	0.98	112	-5	7	1.1	6	5	6	-3
O=C(NCCN1CCN(c2ccccc2)CC1)C1CCN(S(=O)(=O)c2cccc3nonc23)CC1	1.1	113	-4	-5	1.1	7	1	-1	-15
CCOc1ccc2ccccc2c1C(=O)N1CCN(c2ccccc2)CC1	1	65	-6	7	1	3	4	8	-15
Cc1cc(N2CCCC2=O)c(N)cc1N	1	155	-25	5	1.1	-4	7	4	-8
O=C(CN1CCN(C(=O)c2cccs2)CC1)Nc1ccc(Br)cc1	0.99	87	-2	0	1.2	-3	2	-4	-9
COCCCNC(=O)C1CCN(c2nc(C)cc(C)n2)CC1	1	93	-3	0	1.4	-7	2	0	3
CCNC(=O)C1CC(=O)N(Cc2ccc3c(c2)OCO3)C(=Nc2ccc(OCC)cc2)S1 (stereo not drawn)	0.99	63	-1	4	1	-10	-3	3	-9
Cc1cc(NCCCN2CCOCC2)n2c(nc3ccccc32)c1C#N	1	159	-2	6	5*	-6	-13	6	-10
O=C(c1cccc(-c2nnc(-c3ccccc3)o2)c1)N1CCCCC1	1	94	-5	4	1.1	2	-7	10	-12
CCOC(=O)CNc1c(-c2ccc(O)cc2)nc2ccc(Cl)cn12	1.1	109	9	7	1.8	-15	-4	9	5
CC(C)NC(=O)c1ccccc1NC(=O)c1ccccc1N(C)S(C)(=O)=O	1	95	-8	2	1	-7	-4	1	-7

Pulled by structure from above:
Molecule	Abs 340nm	Her2 expr inh	Hsp90 inh	ROCK2 inh	Fluor 339 460	DUSP1 inh	JNK3 blocker	PKA inh	Cdc25B block
COCCCNC(=O)C1CCN(c2nc(C)cc(C)n2)CC1	1	93	-3	0	1.4	-7	2	0	3
Cc1cc(NCCCN2CCOCC2)n2c(nc3ccccc32)c1C#N	1	159	-2	6	5*	-6	-13	6	-10
Cc1cc(N2CCCC2=O)c(N)cc1N	1	155	-25	5	1.1	-4	7	4	-8
CC(C)NC(=O)c1ccccc1NC(=O)c1ccccc1N(C)S(C)(=O)=O	1	95	-8	2	1	-7	-4	1	-7
CCOC(=O)CNc1c(-c2ccc(O)cc2)nc2ccc(Cl)cn12	1.1	109	9	7	1.8	-15	-4	9	5
CCNC(=O)C1CC(=O)N(Cc2ccc3c(c2)OCO3)C(=Nc2ccc(OCC)cc2)S1 (stereo not drawn)	0.99	63	-1	4	1	-10	-3	3	-9

(next part)
Molecule	Abs 340nm	Her2 expr inh	Hsp90 inh	ROCK2 inh	Fluor 339 460	DUSP1 inh	JNK3 blocker	PKA inh	Cdc25B block
CC1=Nn2c(nnc2-c2ccccc2)SC1	1	91	-9	4	1	4	-2	4	-36
Cc1cc(C)c2c(n1)sc1c(O)cc(=O)[nH]c12	1.1	115	-1	x	1.9	6	x	-1	-6
CCOc1ccccc1-c1nc(C(N)=O)c2[nH]c(=O)n(-c3cccc(C)c3)c2n1	1.1	83	-3	0	2.5*	26	4	-4	-5
COc1cc(NS(=O)(=O)c2ccc(C)cc2)c2ncccc2c1	1	-5.2*	3&0	10	1.2	-5	-6	11	-9
O=C(c1ccc2c3c(cccc13)CC2)N1CCN(c2ncccn2)CC1	1	73	-20	-3	1.1	-28	-13	-2	-7
Cn1c(=O)c2c(ncn2CC(=O)OCC(=O)NC2CCCc3ccccc32)n(C)c1=O (stereo not drawn)	1	91	-2	3	1	2	6	5	7
COc1ccccc1CC(=O)N1CCN(c2cccc(C(F)(F)F)c2)CC1	1	96	-2	-7	1.1	9	-8	-5	-18
CCC(C)(C)NC(=O)C(c1ccc(F)cc1)N(Cc1ccco1)C(=O)c1snc(C(N)=O)c1N (stereo not drawn)	1.1	100	0	-2	1.8	-15	-2	-10	-6
